# Screens as filed in PubChem BioAssay.
# ERK EGF block: inhibitors of EGF-stimulated ERK signaling pathway. HEK293-V1b, EGF-stimulated phospho-ERK AlphaScreen. hit rate 0.41% among 130,000. Potency, µM (titrated, usually from 11.5 µM), inactives show at the top dose activity change, negative = inhibition, actives largely listed as inhibitors. AID 1454; active means well fitted inhibition curve with a large enough effect; inconclusive means small, poorly fitted or top-dose-only effect, or effect the other way;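 further: plate controls were stimulated vehicle wells for no effect and unstimulated vehicle basal for full effect; nearly all actives have a fitted effect of over 55% in size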
#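 Phospho-ERK1/2 measured by AlphaScreen (SureFire) after 5 min 25 nM EGF stimulation of V1b-expressing HEK293 cells preincubated 30 min at 37C with titrated compounds; data scaled to DMSO and EGF controls, Hill-fitted AC50.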
# An asterisk follows results filed as active; ? = inconclusive; [ ] = another dose, or the depositor's remark. Potency means the concentration at half of the fitted maximal effect. These rows are one share of the data; count on the stated rates, not on these rows.
SMILES,ERK EGF block
O=C(c1ccc(Cl)cc1)C1CCCN(Cc2cnn(-c3ccccc3)c2)C1 (stereo not drawn),28µM*
CC(C)C(C(=O)NCc1ccco1)N(CC1CCCO1)C(=O)CNS(=O)(=O)c1ccccc1 (stereo not drawn),0%
C=CC(c1ccccc1)C(C(=O)c1ccccc1)N(C)C (stereo not drawn),-2%
COC(=O)c1c(NC(=O)CSc2nc3ccccc3c(=O)n2-c2ccccc2)sc(C)c1C,4%
NC(=O)CSc1nc2c(c(=O)n1-c1ccccc1)C1(CCCCC1)Cc1ccccc1-2,-11%
COc1ccc(CCNC(=O)CN(CCc2ccccc2)S(C)(=O)=O)cc1OC,-13%
O=c1[nH]c(-c2cccnc2)nc2sc(-c3ccccc3)cc12,0%
CC(=O)N=c1c(C#N)cc2c(=O)n3ccccc3nc2n1CCCOC(C)C,5%[57.5 µM]
Cc1cccc(-c2n[nH]c(=S)n2Cc2ccccc2)c1,0%
CCOc1cc(S(=O)(=O)n2nc(C)cc2C)ccc1Br,3%
Cc1ccccc1Cn1nc(C)c(NC(=O)C2c3ccccc3Oc3ccccc32)c1C,6%
CNc1ncnc2c1ncn2[C@@H]1O[C@H](CO)[C@H](O)[C@H]1O,12%
CCSC(=O)CCCCCCCCCCCO,-18%[57.5 µM]
Cc1ccnc(NS(=O)(=O)c2ccc(NS(=O)(=O)c3cccs3)cc2)n1,-4%
Cc1ccc(SCCC(=O)N/N=C/c2cccnc2)cc1,-5%
O=C(CN1CCCCC1)NC(=O)NC1CCCC1,?
Cc1ccc(N/C(N)=N/c2nc(C(F)(F)F)cc(C(F)(F)F)n2)cc1,-5%
COCCC1CCCCN1C(=O)c1cccc(OC2CCN(C3CCCC3)CC2)c1 (stereo not drawn),?
N/C(=N\c1nc2ccccc2o1)NC(=O)c1ccc(Cl)cc1,3%
CCNc1ncc2nc(-c3ccccc3)c(=O)n(C3CC3)c2n1,18%
Cc1cccc(Cn2ccc(NC(=O)c3ccc4c(c3)OCO4)n2)c1,-1%
COc1ccc([N+](=O)[O-])cc1NC(=O)CSCc1cc(C)cc(C)c1,10%
O=C1c2cccc3cccc(c23)C(=O)N1CC1CCCO1 (stereo not drawn),-1%
O=c1c(Cl)c(N2CCOCC2)cnn1-c1ncc(C(F)(F)F)cc1Cl,-1%
CCCCNC(=O)NC1CCCC1,-10%

# Entries above with a Cl atom (3):
SMILES,ERK EGF block
O=C(c1ccc(Cl)cc1)C1CCCN(Cc2cnn(-c3ccccc3)c2)C1 (stereo not drawn),28µM*
N/C(=N\c1nc2ccccc2o1)NC(=O)c1ccc(Cl)cc1,3%
O=c1c(Cl)c(N2CCOCC2)cnn1-c1ncc(C(F)(F)F)cc1Cl,-1%

# Some of the entries above in a different format.
ERK EGF block	canonical_smiles
-1%	Cc1cccc(Cn2ccc(NC(=O)c3ccc4c(c3)OCO4)n2)c1
10%	COc1ccc([N+](=O)[O-])cc1NC(=O)CSCc1cc(C)cc(C)c1

# Next results follow.
SMILES,ERK EGF block
C/C(=N\NC(=O)CNc1cccc(C)c1)c1ccc(Br)s1,-5%
CCc1cccc(CC)c1-n1c(-c2cccnc2)n[nH]c1=S,-8%
COC(=O)/C(=C/c1ccco1)NC(=O)c1ccco1,-2%
CS(=O)(=O)N(Cc1ccccc1Cl)c1ccc(C(=O)NCc2cccnc2)cc1,-1%[57.5 µM]
Cc1ccc(NC(=O)CN2C(=O)/C(=C\c3cccs3)SC2=S)cc1,7%
O=C(CNC(=O)c1ccc(S(=O)(=O)N2CCCC2)cc1)N/N=C/c1ccccc1Cl,-1%
S=c1[nH]cc(Cc2ccccc2)s1,2%
O=C(NC(Cc1c[nH]c2ccccc12)C(=O)O)/C(=C/c1ccc(F)cc1)NC(=O)c1ccccc1 (stereo not drawn),-6%[57.5 µM]
O=C(O)CC1(CC(=O)Nc2ccc3sccc3c2)CCCCC1,5%[57.5 µM]
COc1ccc(CCNC(=O)c2c([S-])n(-c3ccc(C)cc3)c3cccc[n+]23)cc1,-7%[57.5 µM]
COc1cc(/C=C/C(=O)O)cc(S(=O)(=O)NCc2ccco2)c1OC,0%
O=C1OCC(CO)(CO)N=C1NNc1ccccc1[N+](=O)[O-],3%[57.5 µM]
COc1cc2c(cc1OC)C(C)N(C(=O)c1cccc([N+](=O)[O-])c1)CC2 (stereo not drawn),-15%
O=C(CSc1nc2ccccc2n1CC(=O)N1CCCCC1)N1CCCCC1,-14%[57.5 µM]
CCC1=C(OC(=O)N(CC)CC)N2C(=O)OC(=NCc3ccccc3)[C@]2(C)[C@H]2C1=CC[C@H]1C(=O)N(CC)C(=O)[C@H]12,-8%
COc1ccc2c(c1)C(C)=CC(C)(C)N2S(=O)(=O)c1ccc(C)cc1,7%
CC(C)NC[C@@H](O)COc1ccc(CCOCC2CC2)cc1,-14%
CCCN1Cc2cccc(C(=O)N3CCN(c4ccc(OC)cc4)CC3)c2C1=O,-1%[57.5 µM]
COc1ccc(S(=O)(=O)N2CCN(C(=S)NC3CCCCC3)CC2)cc1,-2%
CCOC(=O)NC(=O)CSc1cc(C)c2cc(C)cc(C)c2n1,-1%
Cc1cc(C(=O)N[C@@H](c2ccccc2)[C@]2(C)C[C@H]2[C@@H](C)C(=O)Nc2ccc3ccccc3c2)n(C)n1,?
COCCCNc1nc2c(-c3ccc(Cl)cc3)nnn2c2ccccc12,4%
Cc1cc(C)c2[nH]c(O)c(N=NC3=NC(=O)CS3)c2c1,1%[57.5 µM]
Cc1c(Br)c([N+](=O)[O-])nn1CCCC(=O)N1CCN(c2ccccc2)CC1,-1%
Cc1ccc(C(=O)NC2CCN(S(=O)(=O)c3ccccc3)CC2)cc1,6%

# 4 entries from above, reformatted:
mol	ERK EGF block
Cc1cc(C(=O)N[C@@H](c2ccccc2)[C@]2(C)C[C@H]2[C@@H](C)C(=O)Nc2ccc3ccccc3c2)n(C)n1	?
COCCCNc1nc2c(-c3ccc(Cl)cc3)nnn2c2ccccc12	4%
Cc1cc(C)c2[nH]c(O)c(N=NC3=NC(=O)CS3)c2c1	1%[57.5 µM]
Cc1c(Br)c([N+](=O)[O-])nn1CCCC(=O)N1CCN(c2ccccc2)CC1	-1%

# Further results
SMILES,ERK EGF block
O=c1ccc(Cl)cn1Cc1ccccc1F,-7%
CCC(=O)c1ccc(OCC(=O)N2CCCC2)c(OC)c1,-9%
COc1ccc(NC(=S)N2CCNC(=O)C2CC(=O)Nc2ccc(C)cc2)cc1 (stereo not drawn),1%
O=c1c(Cc2ccc(Cl)cc2Cl)c(O)ccn1CCCN1CCOCC1,-10%
COc1cc(/C(C#N)=C/c2cccc3ccccc23)c([N+](=O)[O-])cc1OC,-15%
Cc1ccc(-n2ncc(C(=O)Nc3cc(Cl)ccc3C)c2C2CCNCC2)cc1C,-4%
O=C(c1ccccc1)N1CCN(C(=S)NCCc2ccccc2)CC1,5%
O=C(COC(=O)c1cc(=O)[nH]c2ccccc12)c1cccs1,-3%
O=C(O)c1ccc(N2CC3CC(C2)c2cccc(=O)n2C3)c(NC(=S)Nc2ccc(Cl)cc2Cl)c1 (stereo not drawn),-4%
S=C(NCCc1ccccn1)Nc1ccc(Cl)c(Cl)c1,6%
COc1ccc(Cc2nnc(NC(=O)c3cccc([N+](=O)[O-])c3)s2)cc1,14%
Clc1ccc2oc3c(Cl)ncnc3c2c1,4%
Nc1nc(C2CC(=O)OC23CCCCC3)cs1 (stereo not drawn),-1%
O=C(Nc1ccccc1)N1CCC2(CC1)CCN(S(=O)(=O)c1ccccc1)CC2,4%
O=C(NCc1nnc(SCC(=O)N2CCN(c3ccccc3)CC2)o1)c1ccco1,11%
COC(=O)c1ccccc1NC(=O)CSc1nnnn1C,-9%
Cc1ccc(SCC(=O)NCc2ccco2)cc1,1%
CN(C)CCCCCN(C)Cc1cc2ccccc2o1,-1%
COc1ccc(C(=O)NCc2nnc(SCC(=O)Nc3cccc(F)c3)o2)cc1,27%
CCCCCC(=O)Nc1cccc(C2=NOC3(C2)C[C@@H](C(N)=O)N(C(=O)Cc2ccc([N+](=O)[O-])cc2)C3)c1 (stereo partly drawn),-3%[57.5 µM]
CCCCNC(=O)CSc1nc(N)c(C(=O)Nc2ccc(OC)cc2)s1,-3%[57.5 µM]
CCOc1ccc(Nc2nc(Nc3ccc(O)cc3)nc(C)c2[N+](=O)[O-])cc1,-10%
CC(NC(=O)COC(=O)/C(=C/c1cccs1)c1cccs1)c1ccccc1 (stereo not drawn),-5%
COc1ccccc1OCc1nc(C#N)c(NCCCn2ccnc2)o1,-1%
Cc1nn(-c2ccccc2)c(C)c1C(=O)Nc1ccc(N2CCOCC2)cc1,-6%
SMILES,ERK EGF block
COc1ccc2oc(=Nc3cc(F)ccc3F)c(C(N)=O)cc2c1,24%
Cn1nc(C(F)(F)F)c(C#N)c1N1CCN(c2ccccn2)CC1,1%
COc1ccc(CC2(CO)CCN(Cc3cccnc3)CC2)cc1,34%
COc1cccc(/C=N/NC(=O)CSc2cccc3cccnc23)c1,4%[57.5 µM]
CCn1cc(C(=O)NCc2ccco2)c2cc(OC)c(OC)cc2c1=O,-3%
CCCc1nc2oc3ccccc3c(=O)c2c(=O)n1-c1ccc(C)cc1,4%[57.5 µM]
Cc1cccc(/C=C2\CCC(C3CCCC3)C2=O)c1 (stereo not drawn),-4%
COc1ccccc1-c1nc(N)n[nH]1,2%
CS(=O)(=O)N(CC(=O)Nc1ccc(S(=O)(=O)N2CCOCC2)cc1)c1ccccc1Br,10%
O=C(NNS(=O)(=O)c1ccc2ccccc2c1)c1cccs1,4%
Cn1/c(=N\NC(=O)C2CCCCC2)sc2ccccc21,3%
COc1ccc(OCCN2C(=O)c3ccccc3C2=O)cc1,3%
COc1ccc(C(=O)n2nc(-c3ccco3)nc2N)cc1,9%
CCN1CCCC1CNC(=O)c1ccc(N2CCOCC2)c(NS(=O)(=O)c2ccc(OC)cc2)c1 (stereo not drawn),5%
Cc1onc(-c2c(F)cccc2Cl)c1C(=O)NC(=S)NC1CCSC1=O (stereo not drawn),1%
COc1cnn(Cc2ccccc2)c(=O)c1SCc1ccccc1,0%
CCOCCCNC(=O)C(c1ccc(C)cc1)N(Cc1cccs1)C(=O)c1ccccn1 (stereo not drawn),-9%
CCOC(=O)c1c(NC(=O)C[n+]2ccc(N(C)C)cc2)sc(C)c1C,1%
O=[N+]([O-])c1cccc(-c2ccc(C(=S)N3CCOCC3)o2)c1,2%
Cc1ccc(Nc2nc(N)nc(CN3CCN(Cc4ccccc4)CC3)n2)cc1Cl,-6%[57.5 µM]
O=C1NCCCC1C(=O)N1CCCCC1 (stereo not drawn),-6%
COC(=O)C1=C(C)N=c2s/c(=C/c3cccs3)c(=O)n2C1c1ccc(F)cc1 (stereo not drawn),2%
Cc1ccc(CN2CCN(Cc3cccn3-c3ccccn3)CC2CCO)o1 (stereo not drawn),-16%[57.5 µM]
COc1ccc(N/N=C/c2c(C(=O)O)ccc3ccccc23)cc1,-9%[57.5 µM]
CC(C)C(=O)NC(=O)[C@@H]1CCCN1C(=O)/C=C/c1ccccc1,2%

# Five structures out of the list, arranged by count of non-hydrogen atoms, rising:
SMILES,ERK EGF block
O=C1NCCCC1C(=O)N1CCCCC1 (stereo not drawn),-6%
Cn1/c(=N\NC(=O)C2CCCCC2)sc2ccccc21,3%
O=[N+]([O-])c1cccc(-c2ccc(C(=S)N3CCOCC3)o2)c1,2%
Cc1onc(-c2c(F)cccc2Cl)c1C(=O)NC(=S)NC1CCSC1=O (stereo not drawn),1%
CCN1CCCC1CNC(=O)c1ccc(N2CCOCC2)c(NS(=O)(=O)c2ccc(OC)cc2)c1 (stereo not drawn),5%

# Other results follow:
SMILES,ERK EGF block
O=C(Nc1cccc(S(=O)(=O)N2CCOCC2)c1)c1ccc2ccccc2n1,-12%[57.5 µM]
COC(=O)C1=C(C)Nc2ncnn2C1c1ccc(C)o1 (stereo not drawn),0%
Cc1cc(C(=O)Nc2cccc([N+](=O)[O-])c2)c(C)o1,7%
Cc1ccc(S(=O)(=O)N2CCCOC2CNC(=O)C(=O)NCc2cccs2)cc1 (stereo not drawn),-4%
Cc1nc(SCC(=O)NC(=O)NCc2ccco2)nc(C)c1C,2%
CC(C)c1nc2sc3c(=O)n(N)cnc3c2c2c1COC(C)(C)C2,-40%
O=S(=O)(c1ccc(F)cc1)N1CCN(c2ncccn2)CC1,3%[57.5 µM]
COc1cc(/C=N/NC(=O)Cc2c[nH]c3ccccc23)cc(OC)c1OC,2%
O=C(COc1ccc(Cl)cc1)NNC(=O)c1cccnc1,1%
Cc1ccccc1NC(=O)Cn1cnc2c(oc3nc4c(cc32)COC(C)(C)C4)c1=O,6%
O=C(C1=C[C@H](c2coc3ccccc3c2=O)C[C@H](OCc2ccc(CO)cc2)O1)N1CCN(Cc2ccccc2)CC1,-3%[57.5 µM]
CC(C)COP(=O)(c1ccc(N(C)C)cc1)C(Nc1ccccc1)c1ccccc1 (stereo not drawn),-5%
Cc1c(C(c2ccc(O)cc2)c2c(C)n(C)n(-c3ccccc3)c2=O)c(=O)n(-c2ccccc2)n1C,1%
Oc1cc(O)c2c(c1)O[C@H](c1ccc(O)c(O)c1)[C@@H](O)C2,11%
O=C(CCSCc1cccc(Cl)c1)NC1CCCC1,11%
O=C(CCc1nc2ccccc2s1)c1ccccc1,6%
COC(=O)CSc1nnc(CNC(=O)c2ccccc2F)n1-c1ccccc1,24%
CCN(CC)S(=O)(=O)c1ccc(C(=O)NNC(=O)c2cccs2)cc1,-14%
O=C(NNc1nc(-c2ccccc2)cs1)c1ccco1,8%
Cc1nn(C)cc1C1C(C#N)=C(N)N(c2ccc(F)c([N+](=O)[O-])c2)C2=C1C(=O)CCC2 (stereo not drawn),-3%
COc1ccc2nc(/C=N/NC(=O)[C@H](CCSC)NC(=O)OC(C)(C)C)ccc2c1,6%
COc1ccc(-c2nnc3ccc(SCC(=O)Nc4cc(C)on4)nn23)cc1OC,-2%
[O-][n+]1onc2c1CCc1[nH]c(-c3ccccc3)nc1-2,-9%
